TDP1 cell noCPT: qHTS for Inhibitors of human tyrosyl-DNA phosphodiesterase 1 (TDP1): qHTS in cells in absence of CPT | actives 15% (n = 420,000) | DT40 Tdp1-/- hTDP1 cells, no CPT, ATP luminescence, 48 h | Potency, µM (titrated, usually from 46.2 µM), without a hit: at the top dose activity change, negative = growth inhibition, most hits filed as inhibitors | AID 686978, 2013; also: nearly all actives have a fitted effect of over 55% in size
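No-CPT arm: Tdp1-/-;hTDP1 DT40 cells (400/well) plus compounds, incubated ≥48 hr at 37 °C. Readout CellTiter-Glo luminescence.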
TDP1 inh: qHTS Assay for Inhibitors of Tyrosyl-DNA Phosphodiesterase (TDP1); Potency, µM (top dose mostly 130 µM), inactives show top-dose activity change, negative = inhibition, hits mostly inhibitors; recombinant TDP1, AlphaScreen DNA substrate cleavage; actives 0.28% (n = 350,000); also: nearly all actives have a fitted effect of over 40% in size
Target sequence (Q9NUW8 whole entry, looked up): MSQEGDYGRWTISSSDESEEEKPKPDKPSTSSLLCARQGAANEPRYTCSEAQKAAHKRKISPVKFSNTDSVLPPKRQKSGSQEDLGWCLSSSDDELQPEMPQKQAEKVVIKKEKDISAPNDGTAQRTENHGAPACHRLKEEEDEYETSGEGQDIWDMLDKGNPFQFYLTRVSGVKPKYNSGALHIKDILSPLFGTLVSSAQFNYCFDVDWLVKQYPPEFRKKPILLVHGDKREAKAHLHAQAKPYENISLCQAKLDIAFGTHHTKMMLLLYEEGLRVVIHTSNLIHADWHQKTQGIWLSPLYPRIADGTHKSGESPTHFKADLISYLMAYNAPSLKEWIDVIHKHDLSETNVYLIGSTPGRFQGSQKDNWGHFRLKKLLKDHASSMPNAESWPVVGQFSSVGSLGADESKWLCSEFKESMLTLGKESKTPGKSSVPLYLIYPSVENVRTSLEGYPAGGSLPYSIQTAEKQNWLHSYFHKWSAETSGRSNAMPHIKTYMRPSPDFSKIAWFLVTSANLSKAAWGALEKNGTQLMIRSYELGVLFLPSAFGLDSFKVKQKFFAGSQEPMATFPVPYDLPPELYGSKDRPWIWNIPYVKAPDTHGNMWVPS
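E. coli-derived human Tdp1, 1 nM final. Cpd preinc 15 min RT; substrate 15 nM final, 5 min RT; AS bead mix 10 ug/ml final, 10 min RT. Signal loss = tyrosine-FITC cleavage. No-enzyme wells = max signal.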
TDP1 cell CPT: qHTS for Inhibitors of human tyrosyl-DNA phosphodiesterase 1 (TDP1): qHTS in cells in presence of CPT | chicken DT40 Tdp1-/-;hTDP1 cells + 20 nM CPT, ATP luminescence, 48 h | Potency, µM (top dose mostly 46.2 µM), for the others: at the top dose activity change, negative = growth inhibition, actives largely listed as inhibitors | actives 12% (n = 420,000); also: nearly all actives have a fitted effect of over 55% in size
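Chicken DT40 Tdp1-/- cells stably complemented with human TDP1 were seeded at 400 cells/well in medium containing 20 nM camptothecin, exposed to pin-transferred compounds, and grown at 37 °C for at least 48 hr. Viability was read as ATP luminescence.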
* hit, by the source's call; ? = inconclusive; / = no result given; & = joins results of further samples; [ ] = remark or other dose. Calls follow the shape of the dose curve; as a rule, active = well fitted curve in the direction sought with a large enough effect; inconclusive = small, poorly fitted or top-dose-only effect, or another doubt; inactive = no such curve, though single readings can be large; an effect the other way counts as inactive or inconclusive. % is scaled to controls: 0 for no effect and ±100 for the full control effect; potency is read from the fitted curve at half-maximal effect.

| Structure | TDP1 cell noCPT | TDP1 inh | TDP1 cell CPT |
| --- | --- | --- | --- |
| COc1ccc(C2/C(=C(/O)c3ccc(C)cc3)C(=O)C(=O)N2CC2CCCO2)cc1OC (centres undefined) | -0.6% | -4.8% | 6.4% |
| Cc1ccn2c(C(=O)c3ccc(Cl)cc3)cnc2c1 | -25.8% | 7.0% | ? |
| COCCNC(=O)C(c1cccs1)N(Cc1cccs1)C(=O)Cn1nnc2ccccc21 (centres undefined) | -18.3% | -1.7% | -15.8% |
| CC1CC(C)CN(C(=O)CSc2nnc(-c3ccco3)o2)C1 (centres undefined) | -11.1% | 8.6% | -3.5% |
| O=C(NCC(=O)N(Cc1cccs1)C(C(=O)NC1CCCCC1)c1cccnc1)c1ccco1 (centres undefined) | 4.8% | 8.7% | 3.3% |
| O=C(N/N=C/c1ccco1)c1cc(Br)ccc1OCc1ccccc1 | -17.1% | 4.7% | -0.3% |
| CC(C)(C)C(=O)Nc1ccc2c(c1)OCCOCCOc1cc(NC(=O)C(C)(C)C)ccc1OCCOCCO2 | -29.1% | 0.0% | -9.4% |
| Cc1ccc(C)c(NC(=O)CSc2ccc(-c3cccs3)nn2)c1 | ? | 2.6% | -16.9% |
| CN(Cc1ccco1)c1ncnc2ccc(-c3cccc(NS(C)(=O)=O)c3)cc12 | ? | / | ? |
| CCCCOc1ccc(CSC(=N)N)cc1[N+](=O)[O-] | 11.6µM* | 3.9% | 13µM* |
| CC(=O)Oc1c(C)cc(Cl)cc1C(=O)Nc1ccc([N+](=O)[O-])cc1Cl | 0.461µM* | -2.7% | 0.517µM* |
| CC(Sc1ccc(S(=O)(=O)N2CCCC2)cn1)C(N)=O (centres undefined) | 2.7% | -0.2% | 6.3% |
| COc1ccc(NC(=O)CN(C)C(=O)CCCc2c[nH]c3ccccc23)cc1 | ? | -9.7%[0.505 µM] | -2.2% |
| OC1(C#Cc2c(-c3ccsc3)oc3ccc(N4CCOCC4)cc23)CCCCC1 | ? | / | ? |
| Cc1ccc(C2(C)NC(=O)N(CC(=O)NNC(=O)c3ccccc3F)C2=O)cc1 (centres undefined) | -5.5% | 1.0% | -2.9% |
| Oc1ccc(C2CNCc3sccc32)cc1O (centres undefined) | 20.6µM* | 10.9%[56.1 µM] | 14.6µM* |
| C/C=C(/C)C(=O)O[C@@H]1c2c(ccc3ccc(=O)oc23)O[C@@H]1C(C)(C)OC(C)=O | ? | 1.3% | ? |
| CCOC(=O)c1ccc(-n2nc(C)cc2C)cc1 | -28.6% | 1.2% | -2.2% |
| Cc1cccc(C)c1Nc1nnc(SCC(=O)Nc2sccc2C#N)s1 | ? | -2.7% | 3.7% |
| CCN(CC)CCSC(=O)C(c1ccccc1)c1ccccc1 | ? | 5.7% | ? |
| CCOC(=O)Cn1nc(-c2ccccc2)c2cnc3ccc(OCC)cc3c21 | 20.6µM* | 9.3% | 13µM* |
| COc1ccc(Nc2nc(C)nc3c2nnn3Cc2ccccc2Cl)c(OC)c1 | 0.8% | / | -5.4% |
| COC(=O)c1ccccc1C(=O)NCC1Cc2cc(-c3nc(C)cnc3C)ccc2O1 (centres undefined) | -9.2% | / | 10.6%[9.04 µM] |
| CC(C)c1nnc(NC(=O)c2nc(S(=O)(=O)Cc3ccc(F)cc3)ncc2Cl)s1 | 4.11µM* | 5.4% | 4.61µM* |
| COc1ccc(NC(=O)c2cc(-c3ccco3)on2)cc1 | ? | 4.9% | -14.5% |
| CCOc1ccc(N2CC(C(=O)Nc3nnc(Cc4ccc(OC)c(OC)c4)s3)CC2=O)cc1 (centres undefined) | -17.2% | / | -3.7% |
| CCC(C)[C@H](NC(=O)[C@@H]1CSC2c3ccccc3C(=O)N21)C(=O)NCC1CCCO1 (some centres undefined) | 9.9% | 4.9% | 2.2% |
| COc1ccc(C(C)(O)c2nc(-c3cccc(F)c3)cs2)cc1 (centres undefined) | ? | / | ? |
| O=C(NCc1ccc(F)cc1)c1cc(C2CCCN(C(=O)c3ccc4c(c3)CCO4)C2)on1 (centres undefined) | 23.1µM* | / | 18.4µM* |
| COc1cccc(CNC(=O)c2nnn(CC(=O)Nc3cc(Cl)ccc3C)c2N)c1 | 18.7%&3.0% | 1.2%&-2.1% | -18.3%&-5.9% |
| O=C(/C=C/c1ccccc1)NNc1ccc(Cl)cc1 | -3.9% | 4.2% | -7.9% |
| NC(=S)N=Nc1c(O)n(Cc2ccc(F)cc2)c2ccccc12 | ? | 5.5% | 16.4µM* |
| COCCNC(=O)C1CCCN(Cc2cccc(C#N)c2)CC1 (centres undefined) | 3.8% | / | 4.9% |
| Cc1ccc(C(=O)N2CCCC2(C)C(=O)NCC(C)C)cc1F (centres undefined) | -14.7% | / | -8.3% |
| Cc1ccc(NC(=O)N2CCc3ccccc3C2)c(C)c1 | -1.1% | 3.2%[56.1 µM] | 7.4% |
| COc1ccc(CCNC(=O)c2ccc(COc3ccccc3OC)o2)cc1 | 11.6µM* | / | -19.1% |
| O=C(CCNS(=O)(=O)c1ccc2c(c1)CCC(=O)N2)Nc1ccc2c(c1)OCCO2 | -14.9% | 5.2% | 13.5% |
| COC(=O)c1sc(NC(=O)c2ccc([N+](=O)[O-])o2)c(C#N)c1C | 6.51µM* | 4.3% | 9.2µM* |
| C=C[C@@]1(C)CC(=O)[C@@]2(O)[C@@]3(C)[C@@H](O)CCC(C)(C)[C@@H]3[C@H](OC(=O)CCN(C)C)[C@H](OC(C)=O)[C@@]2(C)O1 | ? | -1.2% | ? |
| CC(C)c1ccc(-n2cnn(-c3ncccc3[N+](=O)[O-])c2=O)cc1 | ? | -5.4% | 1.9% |
| O=C(Nc1ccc2c(c1)OCCO2)c1ccc(Br)cc1 | ? | / | ? |
| Cn1ncc(C#N)c1NC(=O)c1cc(-c2ccccc2Cl)on1 | -2.4% | 0.0% | -8.9% |
| CCc1nnc(NS(=O)(=O)c2ccc(N3C(=O)C4CC=C(Cl)CC4C3=O)cc2)s1 (centres undefined) | 2.7% | 0.0% | 6.3% |
| COc1cccc(C(=O)NCc2ccc3c(c2)cc(C)n3C)c1 | ? | 4.7% | -29.2% |
| Cc1ccc(-c2[nH]c3cc(C(N)=O)ccc3c(=O)c2O)cc1 | 18.4µM* | -1.2% | ? |
| Cn1c2c(c(=O)n(C)c1=O)C(c1cc(Br)ccc1F)CC(=O)N2 (centres undefined) | -22.3% | 1.9% | 10.3% |
| COc1ccc(C(=O)c2ccc3oc(-c4ccc(OC)cc4)c(-c4ccc(O)cc4)c3c2)cc1 | 9.2µM* | 0.8% | ? |
| O=C(Nc1cccc2c1C(=O)NC2=O)c1ccccc1[N+](=O)[O-] | 0.7% | 2.6% | -23.2% |
| COc1ccc(N(CC(O)Cn2nnc3ccccc32)S(=O)(=O)c2ccc(C)cc2)cc1 (centres undefined) | -20.7% | 6.3% | ? |
| CC(=O)Nc1ccc(SCC(=O)NC(=O)c2ccc(Cl)cc2)cc1 | -7.1% | / | -14.9% |

Going on with the list.
| Structure | TDP1 cell noCPT | TDP1 inh | TDP1 cell CPT |
| --- | --- | --- | --- |
| Oc1ccc(-c2nc(-c3ccccc3)c(-c3ccc(Br)cc3)[nH]2)cc1 | ? | / | ? |
| S=c1[nH]nc(-c2cccs2)n1C1CCCCC1 | -15.2% | 1.4% | 0.6% |
| O=C1CCC(CCc2nc3ccccc3[nH]2)(c2ccccc2)C(=O)N1 (centres undefined) | 6.7% | / | 18.9% |
| CCOc1ccc(N(CC(=O)Nc2ccc(C)c(Cl)c2)S(C)(=O)=O)cc1 | ? | / | ? |
| NS(=O)(=O)c1cc(C(=O)OCC(=O)NNC(=O)c2ccccc2)ccc1Cl | 4.1% | / | 4.8% |
| O=C(c1cc2ccccc2oc1=O)N1CCN(S(=O)(=O)c2ccccc2)CC1 | -2.6% | -0.2% | 10.9% |
| O=C(CC1SC(=Nc2ccccc2)N(Cc2ccccn2)C1=O)Nc1ccc(Br)cc1 (centres undefined) | 10.3µM* | 0.6% | 16.4µM* |
| CN(C)c1ccc(C=NCCC2(c3ccccc3)CCOC(C)(C)C2)cc1 (centres undefined) | -22.3% | -4.8% | 4.6% |
| C=CCn1c(-c2ccccc2[N+](=O)[O-])n[nH]c1=S | -16.7% | -8.6% | -4.9% |
| NC(=O)CCCn1c(C(=O)c2ccc(Cl)cc2)c2ccc(C(F)(F)F)cc2[n+]1[O-] | -25.3% | 1.3% | -2.9% |
| C=CCSc1nc2nc(C)cc(C)n2n1 | -10.3% | -4.3% | 6.4% |
| CSc1cccc(NC(=O)C2CCCN(S(=O)(=O)c3ccc4c(c3)CCCN4C(C)=O)C2)c1 (centres undefined) | 20.6µM* | 1.1% | 18.4µM* |
| CCCCCOC(=O)Cn1c(=O)oc2ccccc21 | -11.5% | 0.0% | -1.5% |
| COc1ccc(OC)c(-n2nnc3c(sc4nc(C)c(Br)c(C)c43)c2=O)c1 | 1.0% | 0.0% | -1.5% |
| CCCOc1ccc(N2C(=O)CC(N(CCc3ccc(OC)c(OC)c3)C(=O)c3ccccc3)C2=O)cc1 (centres undefined) | -19.9% | 4.8% | -13.1% |
| CN(CC(=O)N1CCOCC1)Cc1c(Cl)cccc1NC(=O)c1ccccc1 | ? | / | ? |
| CNc1cc(-c2cccc(C(=O)N3CCOCC3)c2)ncn1 | 0.9% | / | 6.8% |
| CCn1c(SCC(=O)NC2CCCCC2)nc2c(c1=O)SC(C)C2 (centres undefined) | ? | 2.0% | ? |
| CSc1nc(N)c(C(=O)Nc2ccc([N+](=O)[O-])cc2)s1 | ? | 8.6% | -9.1% |
| CCN1CCc2c(C#N)c(N3CCOCC3)nc(NCCO)c2C1 | -16.3% | -4.9% | ? |
| O=C(Nc1ccc2c(c1)OCO2)c1c[nH]c(=O)n(-c2ccc(F)cc2)c1=O | -7.8% | 7.7% | -15.8% |
| CC(C)N=C1NN=C(c2cccs2)C(CC(=O)O)S1 (centres undefined) | -21.5% | -5.5% | -29.9% |
| COc1ccc(NC(=O)N(C)C[C@H]2Oc3cc(Br)ccc3S(=O)(=O)N([C@H](C)CO)C[C@@H]2C)cc1 | ? | / | ? |
| O=C(NC1CCCCC1)C(c1ccncc1)N(C(=O)Cc1cccs1)c1ccccc1 (centres undefined) | -24.6% | -3.6% | -2.7% |
| Cc1[nH]n(-c2ccccc2)c(=O)c1C(C[N+](=O)[O-])c1ccc(F)cc1 (centres undefined) | 11.6µM* | 3.8% | 7.31µM* |
| N#CCCn1c(C2CCCCC2)nc2ccccc21 | -7.9% | 4.7% | 7.9% |
| CCC(CO)Nc1ncc([N+](=O)[O-])cc1C#N (centres undefined) | -26.8% | 5.6% | -9.6% |
| O=C(CN1CCN(C(=O)c2ccco2)CC1)Nc1cc(S(=O)(=O)N2CCCC2)ccc1Cl | 6.51µM* | / | ? |
| CC(=O)c1cccc(NC(=O)c2ccc3c(c2)CCCC3)c1 | ? | -4.7% | ? |
| O=S(=O)(c1cccc(S(=O)(=O)N2CCCC2)c1)c1cccc(S(=O)(=O)N2CCCC2)c1 | ? | -2.0% | 13µM* |
| CC(=O)Nc1ccc(S(=O)(=O)Oc2cccc(N3C(=O)C4CC=CCC4C3=O)c2)cc1 (centres undefined) | 20.6µM* | 0.0% | ? |
| O=C(Nc1ccccc1N1CCCCC1)C1CCN(S(=O)(=O)c2cccc(C(F)(F)F)c2)CC1 | -15.5% | / | 7.1% |
| CC(=O)c1cccc(N2C(=NC(=O)C(C)C)SC3CS(=O)(=O)CC32)c1 (centres undefined) | -13.9% | 2.9% | -12.7% |
| CSC1=NCCN1C(=O)c1ccc(C)cc1 | 7.9% | 8.2% | 2.7% |
| O=C(NN1C(=O)c2ccccc2NC1c1ccccn1)c1ccc([N+](=O)[O-])cc1 (centres undefined) | -10.7% | 1.1% | 4.7% |
| CCn1c(SCC(=O)Nc2ccc(N3CCOCC3)c(Cl)c2)nnc1-c1ccc(N)cc1 | ? | 1.8% | -1.6% |
